# D2 PAM: positive allosteric modulators of human D2 dopamine receptor. P14416. HEK293 T-REx D2, calcium flux, EC20 dopamine potentiation. potentiation, % at 10 µM. actives 0.34% (n = 340,000). AID 485347;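 active = potentiation over 3 SD above the plate norm, cut at about 30% in these data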; note: 0% is about no effect
#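 Tetracycline-induced Hek293 Trex D2 cells, force-coupled to calcium, loaded with no-wash calcium dye. Compound added with 180 s kinetic read for agonism, then EC20 dopamine and a further 180 s read for potentiation.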
# D1 ag: activates the human D1 dopamine receptor. P21728. HEK293 T-REx D1 cells, calcium flux, agonist mode. activation, % at 2 µM. actives 1% (n = 360,000). AID 504660; in the data active = activation above about 30%; note: 0% is about no effect
#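 Tetracycline-induced HEK293 TREx D1 cells, force-coupled to calcium signalling, were dye-loaded with a no-wash calcium kit. Compound was pin-added after a 10 s baseline. Fluorescence was read kinetically at 1 cycle/s for 180 s, with calcium rises flagged as agonism.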
# D1 antagonist: human D1 dopamine receptor antagonism; P21728; HEK293 TREx D1 cells, calcium flux, dopamine EC80; hits give low values; actives 3.2% (n = 360,000); activity change, negative = inhibition, % at 10 µM; in the data active = activity change below about -30%; note: % is set by controls: 0 for no effect and ±100 for the full control effect
#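 HEK293 T-REx cells expressing inducible, force-coupled D1 receptor; no-wash Ca dye, 30–90 min RT. Cmpd → 180 s read at 1 Hz → EC80 DA → 180 s read.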
# D1 PAM: potentiators of human D1 dopamine receptor | P21728 | HEK293 TREx D1 cells, calcium flux, dopamine EC20 potentiation | potentiation, % at 10 µM | actives 0.036% (n = 360,000) | AID 504651; in the data active = potentiation above about 30%; note: 0% is about no effect
# GRP78 ERSR act: ER stress response induction in glioma; U87-MG GRP78 promoter luciferase reporter, 16 h; Potency, µM, without a hit: at the highest dose activation, usual class: activators; actives 0.02% (n = 420,000); note: potency is the fitted concentration of half-maximal effect; series mostly up to about 76 µM; % of control where 0% means no effect; nearly all actives have a fitted effect of over 35% in size
#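 ERSR induction read as luciferase luminescence (Bright-Glo, 10 min at room temperature) in stably transfected human U87-MG glioma cells exposed to compounds for 16 h, using GRP78 as sensor.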
# RXFP1 ag: RXFP1 (human) receptor agonism | Potency, µM (series often up to 57.5 µM), for inactives: at the top dose activation, usual class: activators | actives 0.3% (n = 370,000) | HEK293T-RXFP1 cAMP TR-FRET, 30 min; response scale: percent of porcine relaxin response, buffer zero | Q9HBX9 | AID 2676; note: potency is the fitted concentration of half-maximal effect; % is set by controls: 0 for no effect and ±100 for the full control effect; nearly all actives have a fitted effect of over 60% in size; many of its hits are not listed in these tables
# Target sequence (Q9HBX9 whole entry, looked up): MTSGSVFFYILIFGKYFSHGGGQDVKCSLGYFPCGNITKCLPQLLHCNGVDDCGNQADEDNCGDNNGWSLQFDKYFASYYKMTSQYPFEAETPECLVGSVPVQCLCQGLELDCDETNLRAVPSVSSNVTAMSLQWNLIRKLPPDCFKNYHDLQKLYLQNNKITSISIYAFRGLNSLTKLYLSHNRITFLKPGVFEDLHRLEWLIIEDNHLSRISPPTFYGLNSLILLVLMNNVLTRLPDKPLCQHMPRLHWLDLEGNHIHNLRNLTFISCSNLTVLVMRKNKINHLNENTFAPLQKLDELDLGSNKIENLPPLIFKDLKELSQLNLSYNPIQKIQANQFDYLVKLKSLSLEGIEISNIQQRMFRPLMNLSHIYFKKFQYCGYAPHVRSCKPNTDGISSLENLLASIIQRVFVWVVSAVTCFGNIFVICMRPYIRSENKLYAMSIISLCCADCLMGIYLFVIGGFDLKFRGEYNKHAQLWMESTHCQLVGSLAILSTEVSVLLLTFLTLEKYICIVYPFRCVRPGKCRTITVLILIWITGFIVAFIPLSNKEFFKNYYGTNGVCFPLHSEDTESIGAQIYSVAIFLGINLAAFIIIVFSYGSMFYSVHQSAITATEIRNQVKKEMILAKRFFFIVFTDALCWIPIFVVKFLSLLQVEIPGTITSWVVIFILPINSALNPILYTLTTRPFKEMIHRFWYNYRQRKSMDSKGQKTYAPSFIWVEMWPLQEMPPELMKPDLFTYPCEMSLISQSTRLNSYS
#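 cAMP rise read by TR-FRET after 30 min, 37C compound exposure (up to 58 uM) in RXFP1-transfected HEK293 cells with Ro 20174 present. EC50 from Hill-equation fits, with 29 nM porcine relaxin as 100% and buffer as basal.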
# Vif-A3G inh: inhibitors of Vif-APOBEC3G interaction. Q9HC16. actives 0.076% (n = 410,000). HeLa A3G-eYFP + Vif (tagged APOBEC3G with the HIV-1 protein that degrades it), YFP fluorescence, overnight. Potency, µM (top dose mostly 46.1 µM), for the others: at the highest dose activity, negative = active, hits mostly inhibitors;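 note: potency is the fitted concentration of half-maximal effect; % is set by controls: 0 for no effect and ±100 for the full control effect; nearly all actives have a fitted effect of over 60% in size; hits raise eYFP signal because A3G escapes Vif-driven loss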
#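 HeLa cells stably expressing Vif and C-terminally eYFP-tagged A3G, seeded overnight at 37 deg C, then exposed to compound by pintool overnight at 37 deg C. Rise in yellow fluorescence (Ex 488/Em 500-530, Acumen) marks blocked Vif-driven A3G degradation.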
# Vif-A3F inh: blocks the Vif interaction with APOBEC3F; Potency, µM (titrated, usually from 46.1 µM), for the others: top-dose activity, negative = active; actives 0.2% (n = 390,000); HeLa A3F-eYFP + Vif (tagged APOBEC3F with the HIV-1 protein that degrades it), YFP fluorescence increase; note: potency is the fitted concentration of half-maximal effect; % of control where 0% means no effect; nearly all actives have a fitted effect of over 65% in size
#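 Fluorescence increase (Ex 488/Em 500-530) after overnight compound treatment at 37 deg C flags inhibition of Vif-driven A3F-eYFP loss in stable HeLa A3F-eYFP/Vif cells seeded overnight beforehand.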
# LDHA block: LDHA (human) enzyme inhibition. activity change, % (values are at about 110 or 230 µM). P00338. actives 0.15% (n = 480,000). purified LDHA, NADH/diaphorase-resazurin fluorescence; hits give low values; in the data active = activity change below about -30%; inconclusive = mostly about -25% to -30%;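 note: plate controls were DMSO wells for no effect and wells without enzyme for full effect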
#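 Human LDH5 (2 nM) was incubated with 0.06 mM NADH and 0.2 mM pyruvate for 5 min at room temperature in Tris pH 7.4. Remaining NADH was coupled through diaphorase/resazurin, and resorufin fluorescence was read at 0 and 20 min.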
# An asterisk follows results filed as active; ? = inconclusive; / = no result given. Unless noted, calls come from the whole dose curve; as a rule, active = well fitted curve in the direction sought with a large enough effect; inconclusive = small, poorly fitted or top-dose-only effect, or another doubt; inactive = no such curve, though single readings can be large; an effect the other way counts as inactive or inconclusive. These rows are one share of the data; count on the stated rates, not on these rows.
Compound	D2 PAM	D1 ag	D1 antagonist	D1 PAM	GRP78 ERSR act	RXFP1 ag	Vif-A3G inh	Vif-A3F inh	LDHA block
COc1cccc(CNC(=O)CSCC(=O)Nc2ccc(C)cc2)c1	1	1	4	-8	-3%	1.1%	1%	-32%	-13
O=C1CSC(c2cccc(F)c2)N1c1ccc(O)cc1 (centres undefined)	0	2	-22	-4	-2%	-0.1%	-3%	-2%	-11
COc1ccc(-n2cc(-c3ccc(Cl)cc3)[nH]c2=S)cc1	-9	1	-2	-3	1%	?	-5%	-27%	-4
CC(OC(=O)CCOc1ccccc1)C(=O)NC1CC1 (centres undefined)	-6	0	5	-1	-3%	2.4%	0%	-1%	-1
Cc1nc(N/N=C/c2cccc([N+](=O)[O-])c2)cc(N2CCCCC2)n1	/	/	/	/	-4%	/	0%	1%	2
O=C(O)C1C2C=CC(C2)C1C(=O)OCc1ccccc1 (centres undefined)	/	4	5	4	-5%	3.0%	1%	-3%	-7
Cc1nc(NC(=O)c2oc3ccccc3c2C)sc1C(=O)N(C)C	18	3	6	7	3%	0.6%	-2%	-2%	6
Oc1cccc(/C=N/Nc2cc(N3CCOCC3)nc(N3CCOCC3)n2)c1	-1	1	-14	-4	2%	-1.1%	-5%	-4%	8
Cc1ccc(-c2noc(CSc3nnc(-c4cccs4)n3C)n2)cc1	1	8	-10	-7	0%	0.7%	0%	10%	-8
Cc1cccc(COc2ccc(-c3cc(C(F)(F)F)n4nc(C)cc4n3)cc2)c1	-4	-1	9	1	1%	0.7%	2%	2%	-11
Cc1nn2cc(-c3ccccc3)nc2[nH]c1=O	17	2	22	-1	5%	5.8%	-9%	2%	-3
CCN(C(=O)COC(=O)c1cc([N+](=O)[O-])ccc1N1CCOCC1)c1ccccc1	8	7	-10	-1	-4%	2.3%	2%	-6%	2
C/C(=C(\C#N)C(=O)NCCCN1CCOCC1)N(C)C	/	3	-7	-4	-1%	0.6%	0%	-12%	-6
Cc1ccc(-c2cc(-c3coc4ccccc4c3=O)c3c(n2)-c2ccccc2OC3)cc1	17	0	2	-2	2%	2.8%	1%	-1%	-2
CCn1c(NCCCO)nc2c(c1=O)C(C)(CC)Cc1ccccc1-2 (centres undefined)	1	3	-16	5	-3%	-1.5%	2%	5%	-11

# The final 2 entries of the part above lead into the next.
Compound	D2 PAM	D1 ag	D1 antagonist	D1 PAM	GRP78 ERSR act	RXFP1 ag	Vif-A3G inh	Vif-A3F inh	LDHA block
Cc1ccc(-c2cc(-c3coc4ccccc4c3=O)c3c(n2)-c2ccccc2OC3)cc1	17	0	2	-2	2%	2.8%	1%	-1%	-2
CCn1c(NCCCO)nc2c(c1=O)C(C)(CC)Cc1ccccc1-2 (centres undefined)	1	3	-16	5	-3%	-1.5%	2%	5%	-11
CCOC(=O)c1ccc(-n2nc(C)cc2C)cc1	9	2	5	-6	10%	0.4%	-1%	8%	-7
Cc1ccc(NC(=O)Cc2nc(CSc3nnc(-c4ccc5c(c4)OCO5)o3)cs2)cc1	12	3	-9	0	-2%	1.9%	1%	-7%	-5
C=CCn1c(Cc2csc(N)n2)nnc1SCc1ccc(C(=O)OC)cc1	1	2	-6	-2	-4%	0.0%	-3%	-4%	-1
CC(C)Cc1nnc(NC(=O)CCC(=O)Nc2ccc3cn[nH]c3c2)s1	-24	2	-56*	-13	-1%	0.5%	-1%	1%	3
CCN(CC)C(=O)Cn1cc(C(=O)C(=O)N2CCN(c3ccccc3)CC2)c2ccccc21	13	-1	1	3	12%	-2.5%	3%	1%	0
CCSc1nnc(-c2cccnc2)n1-c1ccc(Cl)c(C)c1	4	0	-1	-2	?	0.1%	2%	-2%	-5
Cc1cccc2cc(CN(Cc3ccco3)C(=O)c3ccco3)c(=O)[nH]c12	-4	5	-2	/	-5%	4.0%	-1%	-1%	-2
O=C(NC(CO)(CO)CO)c1coc(=O)c(Br)c1	-1	0	-3	9	2%	-0.7%	5%	-15%	-7
CC(C)CC(=O)Nc1ccc(F)c(Cl)c1	4	1	4	-7	0%	1.0%	0%	-7%	-9
O=C(c1cc(-c2ccc(Br)cc2)on1)N1CCc2ccccc2C1	14	4	-6	9	-1%	-0.1%	2%	-4%	-4
CCN1CCN(S(=O)(=O)c2ccc(Br)s2)CC1	5	0	7	3	-6%	2.1%	1%	1%	-1
CCC(=O)N1c2ccccc2CC1C(=O)NCc1cc(Br)ccc1OC (centres undefined)	0	-1	7	-1	-3%	0.9%	1%	4%	2
COc1cccc(C(=O)n2nc(-c3cccnc3)nc2NCc2ccc(F)cc2)c1	-12	5	-16	-2	-3%	-0.4%	3%	4%	-3
CCN(CC)S(=O)(=O)N1CCC(C(=O)NCCN2CCOCC2)CC1	2	3	-21	1	2%	-0.1%	0%	-1%	-5
CS(=O)(=O)Nc1ccccc1C(=O)Nc1cc(Cl)cc(Cl)c1	3	20	-24	-4	-3%	2.0%	2%	2%	-4
Cc1noc(C)c1COc1ccc(C(=O)OCC(=O)Nc2c(C)n(C)n(-c3ccccc3)c2=O)cc1	4	1	-8	1	-3%	0.8%	0%	-2%	-8
CCN(CC)S(=O)(=O)c1ccc(N2CCCC2)c(C(=O)OCC(=O)/C(C#N)=C(\C)N)c1	5	4	-6	-4	0%	5.4%	-8%	3%	-3
CCCNC(=O)COC(=O)c1cc(SC)ccc1Cl	3	-1	1	-3	2%	3.3%	-3%	-15%	0
CNS(=O)(=O)c1cccc(C(=O)OCC(=O)NC2CCCC2)c1	-7	1	-1	-2	-1%	0.3%	-2%	-8%	-4
Cn1c(=O)c2ncn(CC(=O)N=Nc3c(O)[nH]c4ccccc34)c2n(C)c1=O	0	1	-10	-4	/	?	/	/	/
Cc1cc(N2CCCCC2)nc(N)n1	-14	19	5	-1	0%	-0.1%	-1%	1%	-20
COc1ccc2nc(SCC(=O)C(C)(C)C)[nH]c2c1	-2	2	-14	-1	0%	4.3%	1%	1%	-5
O=C(N/N=C\c1cccnc1)c1cc(-c2ccc(Cl)s2)[nH]n1	-8	6	6	-2	-4%	-1.8%	1%	0%	-7
CCCc1nc2c(s1)CCc1onc(-c3cccc([N+](=O)[O-])c3)c1-2	-6	5	4	-3	-1%	-0.4%	-8%	-7%	2
COc1ccc(N(CC(=O)NCc2ccccc2Cl)S(=O)(=O)c2c(C)noc2C)cc1	/	8	-14	-5	-3%	-0.1%	2%	5%	-3
OCC[C@@H]1C[C@@H](O)[C@H](O)[C@]2(CCc3ccccc3O2)O1	0	1	2	-3	-2%	1.3%	4%	0%	-3
Cn1cc(/C=C(\NC(=O)c2ccccc2)C(=O)N2CCOCC2)c2ccccc21	13	-1	-11	-4	-5%	-2.3%	-5%	1%	-2
CN(C(=O)c1cccn(Cc2ccccc2)c1=O)c1ccccc1	0	2	8	-4	-1%	0.2%	-1%	3%	-6
O=C(O)COc1ccc(Br)cc1CP(=O)(c1ccccc1)c1ccccc1	-5	6	2	-1	1%	2.4%	-1%	0%	-12
CC1CCCCN1Cc1nc2c(c(=O)n(C)c(=O)n2C)n1Cc1ccc(Br)cc1 (centres undefined)	-1	4	0	2	-2%	2.2%	1%	1%	-5
COc1cc(CN2CCN(C(=O)CC(C)C)CC2)c([N+](=O)[O-])cc1OC	22	0	1	-8	-4%	1.4%	-1%	-10%	2
COc1cccc(NC(=O)C(NCC(C)(C)CN(C)C)c2ccccc2)c1 (centres undefined)	19	0	-10	-3	-3%	0.3%	0%	-12%	-18
O=C(c1cccc(F)c1)N1CCN(C(=O)C2CC2)CC1	-20	3	19	2	-2%	1.0%	0%	/	-1
COC(=O)c1sc(-c2ccccc2)cc1NC(=O)C1CC1	9	0	0	-2	-8%	21%	-4%	11%	-5
CC1(C)CC(=O)C(C=NCCCN2CCOCC2)=C(O)C1	-5	2	9	0	-7%	-0.1%	6%	6%	-2
CCOc1ccccc1C(C(=O)NC1CCCC1)N(C(=O)c1csnn1)C1CC1 (centres undefined)	9	-2	-12	-5	-5%	3.8%	1%	7%	-15
S=C(Nc1ccccc1)N1CCC(C2CCN(C(=S)Nc3ccccc3)CC2)CC1	6	1	14	-2	-3%	-1.5%	-4%	11%	-6
CCOCCn1c(N2CCN(c3ccccc3)CC2)nc2c1c(=O)n(C)c(=O)n2C	-4	1	-6	-2	-1%	7.3%	3%	4%	-2
Cc1cc(F)ccc1NC(=O)CN1C(=O)CCc2cc(S(=O)(=O)N3CCOCC3)ccc21	-3	0	-8	2	-3%	2.3%	6%	2%	1
NC(=O)C1CCN(C(=O)C(=O)c2cn(CC(=O)N3CCCC3)c3ccccc23)CC1	3	-1	6	-4	-3%	3.5%	-4%	3%	2
O=C(CC1SC(N2CCOCC2)=NC1=O)Nc1ccc(Cl)cc1 (centres undefined)	-25	2	-6	-3	-2%	0.3%	-7%	10%	-8
C=Cc1ccc(Cn2c(=O)cc(C)c3c(C)nn(-c4ccccc4)c32)cc1	8	14	3	-4	-2%	-1.1%	1%	-4%	1
O=C(O)c1ccccc1Cc1ccc2c(c1)CCCC2	/	/	/	/	1%	/	1%	-1%	-6
NC(=O)CN1C(=O)/C(=c2\sc3nc(=O)c(Cc4ccccc4)nn3c2=O)c2ccccc21	6	3	10	2	-4%	0.0%	-14%	-29%	5
CCn1c(=O)cc(SCC(=O)NCC2CCCO2)c2ccccc21 (centres undefined)	6	-4	-6	-1	-4%	11%	-1%	2%	-7
Cc1cc(Br)ccc1NC(=S)N1CCOCC1	-4	2	9	-9	-8%	1.9%	0%	6%	-15
CCC(C)(CN(C)C)OC(=O)c1ccccc1 (centres undefined)	/	-1	-16	1	-3%	1.8%	2%	-19%	-4
CN(C)CCCNC(=O)CCc1ncc(C(F)(F)F)cc1Cl	-2	2	2	0	-1%	-0.9%	2%	0%	-4

# Screening results as filed in PubChem.
